HP1b binding inh = HTS for Inhibitors of HP1-beta Chromodomain Interactions with Methylated Histone Tails; Chromobox protein homolog 1 (Homo sapiens), P83916; AlphaScreen HP1-beta / biotin-H3K9me3 peptide binding; Potency, µM (titrated, usually from 114 µM), for the others: at the highest dose activity change, negative = inhibition, usual class: inhibitors; 0.56% of 390,000 active; note: nearly all actives have a fitted effect of over 70% in size; inactives centre near 23
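AlphaScreen: HP1-beta (50 nM) preformed 30 min with biotin-H3(1-18)K9me3 peptide (50 nM) in PBS pH 7.4, 0.01% Tween-20. Compound added for 30 min at RT, then streptavidin donor/nickel chelate acceptor beads (10 ug/mL) for 30 min.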
Pin1 inhibitor = qHTS Assay to Find Inhibitors of Pin1; Peptidyl-prolyl cis-trans isomerase NIMA-interacting 1 (Homo sapiens), Q13526; Pin1 FP peptide displacement, HiFluor488, 10 min; Potency, µM (highest dose often 115 µM), for the others: at the top dose activity, negative = inhibition, hits mostly inhibitors; 0.009% of 390,000 active; active = well fitted inhibition curve with a large enough effect in the polarisation, with a control signal flat, not every such curve was filed as active; inconclusive = small, poorly fitted or top-dose-only effect, or effect the other way, or a change in a side signal; inactive = no such curve, though single readings can be large or run the other way; the % refers to the polarisation; note: % is set by controls: 0 for no effect and ±100 for the full control effect
GLS inhibitor = qHTS for Inhibitors of Glutaminase (GLS); Glutaminase kidney isoform, mitochondrial (Homo sapiens), O94925; GLS enzymatic activity, qHTS titration; Potency, µM (doses to about 45.5 µM), inactives show top-dose activity change, negative = inhibition, most hits filed as inhibitors; 0.21% of 410,000 active; note: % is set by controls: 0 for no effect and ±100 for the full control effect
Target sequence (O94925 whole entry, looked up, canonical isoform): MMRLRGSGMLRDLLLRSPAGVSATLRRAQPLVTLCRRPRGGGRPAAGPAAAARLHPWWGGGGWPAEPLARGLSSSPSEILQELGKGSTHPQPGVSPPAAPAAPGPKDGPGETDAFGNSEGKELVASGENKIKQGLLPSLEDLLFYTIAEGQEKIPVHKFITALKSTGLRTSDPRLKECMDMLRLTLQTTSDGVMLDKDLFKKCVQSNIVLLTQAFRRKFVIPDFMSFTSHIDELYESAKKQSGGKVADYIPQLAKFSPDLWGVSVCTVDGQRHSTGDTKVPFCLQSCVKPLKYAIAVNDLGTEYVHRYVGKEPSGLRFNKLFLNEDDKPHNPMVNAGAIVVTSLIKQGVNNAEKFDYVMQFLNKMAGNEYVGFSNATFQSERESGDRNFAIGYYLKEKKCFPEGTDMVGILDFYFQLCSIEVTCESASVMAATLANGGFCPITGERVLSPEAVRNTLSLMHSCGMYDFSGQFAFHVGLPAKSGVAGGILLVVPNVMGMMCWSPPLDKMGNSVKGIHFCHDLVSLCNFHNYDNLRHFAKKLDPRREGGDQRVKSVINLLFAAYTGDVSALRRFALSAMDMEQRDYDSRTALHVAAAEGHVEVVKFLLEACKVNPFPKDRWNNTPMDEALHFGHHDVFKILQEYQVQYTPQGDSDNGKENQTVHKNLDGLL
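Two-point fluorescence kinetic (t0, 30 min RT) for hKGA; glutamate detected via glutamate oxidase–HRP–Amplex Red. Substrate: 1 mM L-glutamine solution; buffer 45 mM KH2PO4, pH 8.2.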
BAZ2B block = qHTS Assay for Inhibitors of BAZ2B; AlphaScreen BAZ2B-H3K14Ac peptide displacement; Potency, µM (titrated, usually from 114 µM), for the others: top-dose activity change, negative = inhibition, most hits filed as inhibitors; AID 504333, 2011; Bromodomain adjacent to zinc finger domain protein 2B (Homo sapiens), Q9UIF8; 4.4% of 360,000 active; note: % is set by controls: 0 for no effect and ±100 for the full control effect; nearly all actives have a fitted effect of over 60% in size
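AlphaScreen luminescence quantifies BAZ2B engagement of H3K14Ac peptide; the protein and biotinylated peptide are both at 50 nM final, buffer PBS pH 7.4 with 0.01% Tween-20, all steps at room temperature.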
Tb PGK inh = qHTS Assay to Find Inhibitors of Phosphoglycerate Kinase; AID 602233, 2012; Potency, µM (doses to about 57.5 µM), for the others: at the top dose activity change, negative = inhibition, most hits filed as inhibitors; Phosphoglycerate kinase, glycosomal (Trypanosoma brucei brucei), P07378; 0.043% of 380,000 active; PGK/GAPDH coupled, Kinase-Glo luminescence, 60 min; note: % is set by controls: 0 for no effect and ±100 for the full control effect; nearly all actives have a fitted effect of over 60% in size
Target sequence (P07378 whole entry, looked up): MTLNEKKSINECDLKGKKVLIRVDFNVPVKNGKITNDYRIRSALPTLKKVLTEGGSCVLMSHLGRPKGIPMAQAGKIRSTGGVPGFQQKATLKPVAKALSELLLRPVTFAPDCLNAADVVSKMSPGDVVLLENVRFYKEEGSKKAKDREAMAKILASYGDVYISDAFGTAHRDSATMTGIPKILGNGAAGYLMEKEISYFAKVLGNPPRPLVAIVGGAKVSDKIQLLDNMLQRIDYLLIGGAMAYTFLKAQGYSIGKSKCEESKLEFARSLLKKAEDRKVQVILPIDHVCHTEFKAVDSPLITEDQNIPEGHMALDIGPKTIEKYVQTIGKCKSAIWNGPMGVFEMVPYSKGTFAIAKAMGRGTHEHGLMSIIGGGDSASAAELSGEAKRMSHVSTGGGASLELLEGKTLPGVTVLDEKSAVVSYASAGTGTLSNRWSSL
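Recombinant glycosomal PGK reaction used 1,3-bisphosphoglycerate generated in-well by GAPDH (100nM final) in 100mM TEA pH 7.6, 5mM MgCl2, 0.01% Tween-20. After 60 minutes at room temperature, ATP was read by Kinase-Glo Plus luminescence end-point.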
BLM helicase inh = qHTS Assay for Inhibitors of Bloom's syndrome helicase (BLM); recombinant BLM DNA unwinding, fluorescence dequenching; 0.2% of 350,000 active; RecQ-like DNA helicase BLM (Homo sapiens), P54132; Potency, µM (top dose mostly 56.1 µM), for inactives: at the top dose activity change, negative = inhibition, hits mostly inhibitors;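 note: plate controls were vehicle for no effect and no enzyme for full effect; nearly all actives have a fitted effect of over 35% in size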
G9a block = qHTS Assay for Inhibitors of Histone Lysine Methyltransferase G9a; Potency, µM (doses to about 102 µM), inactives show at the highest dose activity, negative = inhibition, most hits filed as inhibitors; G9a H3K9 monomethylation, AlphaScreen, 2 h; Histone-lysine N-methyltransferase EHMT2 (Homo sapiens), Q96KQ7; 8.8% of 350,000 active; AID 504332, 2011; note: % is set by controls: 0 for no effect and ±100 for the full control effect; nearly all actives have a fitted effect of over 75% in size
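Methyltransferase reactions run at room temperature for 2 h (20 nM enzyme, 500 nM biotin-H3K9 peptide, 20 uM SAM) after a 15 min compound preincubation; product detected by AlphaScreen beads and anti-H3K9me1 antibody.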
Pol iota inh = qHTS for Inhibitors of Polymerase Iota; 1% of 390,000 active; AID 588590, 2011; Pol iota fluorescent replication assay, 10 min; DNA polymerase iota (Homo sapiens), Q9UNA4; Potency, µM (top dose mostly 115 µM), for inactives: at the highest dose activity, negative = inhibition, most hits filed as inhibitors
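Fluorescent replication assay read twice, at 0 min and 10 min after adding 50 nM (final) substrate. Enzyme (10 nM) and compounds were first incubated 15 min at room temperature; enzyme-free buffer wells were negative controls.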
JMJD2A Tudor = qHTS Assay for Inhibitors of JMJD2A-Tudor Domain; AlphaScreen JMJD2A-Tudor / H3K4me3 peptide binding; Potency, µM (titrated, usually from 114 µM), for inactives: at the highest dose activity change, negative = inhibition, actives largely listed as inhibitors; 4.4% of 390,000 active; note: % is set by controls: 0 for no effect and ±100 for the full control effect; nearly all actives have a fitted effect of over 50% in size
An asterisk follows results filed as active; i = inactive; ? = inconclusive; . = no result given; [ ] = dose if it differs, or a comment. Unless noted, calls come from the whole dose curve; as a rule, active = well fitted curve in the direction sought with a large enough effect; inconclusive = small, poorly fitted or top-dose-only effect, or another doubt; inactive = no such curve, though single readings can be large; an effect the other way counts as inactive or inconclusive. Potency is the fitted concentration of half-maximal effect.

Second line of a record – BAZ2B block | JMJD2A Tudor | GLS inhibitor | HP1b binding inh | G9a block | Pol iota inh | Tb PGK inh | Pin1 inhibitor | BLM helicase inh
O=C(c1ccc(S(=O)(=O)c2cccc(Cl)c2)c([N+](=O)[O-])c1)N1CCN(c2ccccn2)CC1
  -38% | ? | -8% | -16% | ? | 3% | -6% | 1% | -8%
CCC/C(C#Cc1cc(OC)cc(OC)c1)=C1/c2ccccc2C(=O)N1c1ccccc1
  . | -20% | -1% | 31% | . | -19% | -2% | 25% | .
CCOC(=O)N1CCN(C(=O)CSCc2ccccc2)CC1
  -3% | -12% | 3% | 46%[activator] | -4%[59 µM] | 18% | -3% | 3% | 0%
COCC(=O)N(C)C[C@H]1N[C@@](Cc2ccccc2)(C(=O)OC)[C@H]2C(=O)N(Cc3ccccc3)C(=O)[C@@H]12
  . | -28% | 5% | 27% | . | 15% | -1% | 1% | .
CCOC(=O)c1ccccc1NC(=O)CSc1nc2[nH]ncc2c(=O)[nH]1
  12% | -12% | 8% | 10% | 3%[59 µM] | 17% | -1% | ? | .
CCOc1ccccc1NC(=O)c1ccc(C(=O)Nc2ccccc2OCC)nc1
  -2% | -3% | -7% | 23% | 11% | -15% | -9% | 1% | 2%
CCOc1ccc(N2C(=O)C3CC(C)=C(C)CC3C2=O)c([N+](=O)[O-])c1 (stereo unspecified)
  -37% | -35% | 3% | 26% | ? | 8% | i | -3% | -3%
CCC(C)n1c(NC(=O)c2ccccc2)c(C#N)c2nc3ccccc3nc21 (stereo unspecified)
  13% | 11% | 4% | 91%[activator] | 60%[activator] | 3.2µM* | -7% | ? | 10µM*
COC(=O)c1ccccc1NC(=O)CNC(=O)c1ccc(OC)c(OC)c1
  -25% | -7% | -7% | 25% | -22% | 143%[activator] | i | -4% | -1%
COc1ccc(Br)cc1S(=O)(=O)N(CC(=O)N1CCN(C)CC1)c1ccccc1
  -9% | -3% | -17% | 41%[activator] | 14% | 14% | -9% | -25% | -5%
CCCN1C(=O)C(=O)c2cc(C)ccc21
  . | -9% | -7% | 30% | . | 15% | -6% | -1% | .
CN(Cc1ccco1)C(=O)C(Cc1ccccc1)NS(=O)(=O)c1ccc2c(c1)CCC(=O)N2 (stereo unspecified)
  -3% | -17% | -2% | 46%[activator] | ? | 35%[activator] | 5% | -8% | 1%
COc1ccc2[nH]cc(C3N4CC5(C)CN3CC(C)(C4)C5=O)c2c1 (stereo unspecified)
  12% | -16% | 4% | 6% | 28%[59 µM] | 33%[activator] | . | 1% | 6%
CCCc1oc(C(=O)O)cc1CN1CCCC1
  2% | -18% | 2% | 27% | ? | -3% | 1%[11.5 µM] | -6% | 0%
CCC1Nc2ncnc(N3CCCCC3)c2N(Cc2ccc(Br)cc2)C1=O (stereo unspecified)
  ? | ? | 3% | 29% | ? | -10% | 0% | 5% | .

(listing goes on)
Second line of a record – BAZ2B block | JMJD2A Tudor | GLS inhibitor | HP1b binding inh | G9a block | Pol iota inh | Tb PGK inh | Pin1 inhibitor | BLM helicase inh
CN(CCc1cn[nH]c1)Cc1nc(Cc2ccccc2)no1
  1% | -11% | 8% | 21% | . | 54%[activator] | i | 0% | -12%
Cc1cc(C(=O)CSc2nn3c(=O)c(C(C)(C)C)nnc3s2)c(C)n1C1CC1
  ? | -28% | -2% | 14% | ? | 79µM* | i | 33%[activator] | -2%
CCc1nnc(NC(=O)c2oc3ccccc3c2COC(C)C)s1
  . | -1% | -2% | 32% | . | 57%[activator] | -3% | 4% | .
CCOC(=O)c1nnn(CC(=O)NC(=O)Nc2ccccc2)c1C(=O)OCC
  10% | -12% | -2% | 22% | -11% | -18% | 1% | 1% | 2%
CCOC(=O)c1c(C)[nH]c(C)c1C(=O)COC(=O)c1nc2nccc(C)n2n1
  -13% | -9% | 25% | -4% | -36% | 133%[activator] | 0% | 5% | -1%
C=CCn1c(SCC(=O)Nc2ccc(S(N)(=O)=O)cc2)nnc1-c1cnccn1
  -13% | -3% | 1% | 68%[activator] | 1% | 14% | -4% | -8% | 2%
O=C(CNC(=O)/C(=C\c1ccc(Br)cc1)NC(=O)c1ccccc1)OCc1ccccc1
  -2% | -7% | 4% | 5% | 7%[59 µM] | 92%[activator] | -2% | 3% | -3%
O=C(c1ccc2c3n(nc2c1)-c1ccc(Cl)cc1CO3)N1CCCCC1
  -34% | -27% | -3% | 22% | -22%[12.7 µM] | 17% | -1% | 5% | 1%
CC(O)COc1ccc(/C(=N/O)c2ccccc2)cc1 (stereo unspecified)
  8% | -14% | 1% | 22% | 14%[59 µM] | 19% | 5% | -1% | -1%
COC(=O)c1ccc(Cn2c(SCc3ccccc3)nc3ccncc32)cc1
  -1% | -2% | -6% | 51%[activator] | 4%[59 µM] | -1% | 0% | 2% | 0%
O=C1c2cccnc2C(=O)N1Cc1ccc2c(c1)OCO2
  ? | -14% | -5% | 31% | -1%[59 µM] | ? | -8% | 3% | -7%
CCSc1nnc(NC(=O)CSc2nnc(-c3c[nH]c4ccccc34)n2C)s1
  6% | -6% | -5% | 39% | -3% | 5% | 1% | 2% | 0%
Cn1c(NCc2ccco2)nc2ccccc21
  1% | -12% | 28% | -3% | 8%[59 µM] | 8% | -6% | 3% | -4%
Cc1ccc(S(=O)(=O)N2CCC(=O)N(C(COCc3ccc(Cl)cc3)C(C)C)CC2)cc1 (stereo unspecified)
  1% | -27% | -1% | 25% | 11% | 28% | -6% | 2% | -4%
COc1ccccc1C(=O)COC(=O)c1cc([N+](=O)[O-])ccc1N1CCOCC1
  -23% | -34% | 4% | -7% | ? | 4% | 4% | 14% | .

Additional structures follow.
Second line of a record – BAZ2B block | JMJD2A Tudor | GLS inhibitor | HP1b binding inh | G9a block | Pol iota inh | Tb PGK inh | Pin1 inhibitor | BLM helicase inh
CCc1ccc(CNC(=O)CCn2c(=O)c3cccn3c3ccc(F)cc32)cc1
  -7% | -13% | 8% | 43% | -11%[59 µM] | 17% | -9% | 1% | -1%
O=C1c2ccccc2CCCC12N=NCC2c1cccc2ccccc12 (stereo unspecified)
  9% | -1% | 3% | 41%[activator] | 29% | 11% | -2% | 1% | -8%
Cc1cccc(Cn2c(SCc3ccc(C(=O)NC4CCCCC4)cc3)nc3ccncc32)c1
  0% | -11% | -1% | 30% | ? | 9% | -7% | 2% | -5%
Cc1ccc(Nc2nnc(SCC3CCCCO3)s2)cc1 (stereo unspecified)
  16% | -4% | 5% | 40%[activator] | 40µM* | 20% | 2% | -8% | -4%
CC(=O)c1ccc(-n2c(=O)[nH]c(=O)c3c(N)c(C(=O)c4ccc(Cl)cc4)sc32)cc1
  -17% | -6% | -4% | 41%[activator] | 36%[activator][12.7 µM] | 16% | -11% | 21% | -5%
CCC(C)C(N)C1=NC(C(=O)N[C@@H](CC(C)C)C(=O)N[C@H](CCC(=O)[O-])C(=O)N[C@H](C(=O)N[C@H]2CCCCNC(=O)[C@H](CC(N)=O)NC(=O)[C@@H](CC(=O)[O-])NC(=O)[C@H](Cc3cnc[nH]3)NC(=O)[C@@H](Cc3ccccc3)NC(=O)[C@H]([C@@H](C)CC)NC(=O)[C@@H](CCCN)NC2=O)[C@@H](C)CC)CS1.[Zn+2] (stereo partly specified)
  . | 2.8µM* | ? | 13µM* | . | 0.89µM* | 28µM* | 20µM* | .
Cc1onc(-c2c(Cl)cccc2Cl)c1C(=O)Nc1ccc(C(N)=O)cc1
  4% | -14% | 1% | 20% | 12% | -8% | 2% | -5% | -1%
CN(C)c1ccc(C(=O)Nc2cccc(S(=O)(=O)N3CCCC3)c2)cc1
  -35% | -30% | 12% | 0% | ? | 10% | 11% | 13% | .
O=C(CSc1nc(-c2cccs2)nc2cc(=O)[nH]n12)Nc1cccc(C(F)(F)F)c1
  50µM* | -19% | ? | 33% | 53%[activator][59 µM] | ? | -16% | -11% | 0%
CCCC(c1nnnn1Cc1ccccc1)N1CCN(c2ccccc2OC)CC1 (stereo unspecified)
  ? | -11% | 3% | 19% | -2%[59 µM] | -4% | i | -6% | -4%
O=S(Cc1ccc(Cl)cc1)CC(O)COc1ccc(Cl)cc1 (stereo unspecified)
  2% | -6% | 2% | 32%[activator] | 22% | 24% | -4% | 0% | 0%
COc1ccc(C(C)=O)cc1COC(=O)c1cc(=O)c2ccccc2o1
  -11% | ? | 2% | 27% | -19% | 130%[activator] | -7% | -5% | -3%
CC(C)Sc1cc(N2CCCC2)nc(-c2ccccc2)n1
  41%[activator] | 76%[activator] | 0% | 145%[activator] | 41%[59 µM] | 10% | -6% | ? | -4%
O=C(CSc1nc2c([nH]c3ccccc32)c(=O)n1-c1ccc(F)cc1)NCc1ccc(F)cc1
  0% | 3% | 0% | 34%[57 µM] | -4%[59 µM] | ? | 1% | 4% | 1%

Sorted by molar mass (high to low): some entries from above.
Second line of a record – BAZ2B block | JMJD2A Tudor | GLS inhibitor | HP1b binding inh | G9a block | Pol iota inh | Tb PGK inh | Pin1 inhibitor | BLM helicase inh
CCc1ccc(CNC(=O)CCn2c(=O)c3cccn3c3ccc(F)cc32)cc1
  -7% | -13% | 8% | 43% | -11%[59 µM] | 17% | -9% | 1% | -1%
Cc1ccc(Nc2nnc(SCC3CCCCO3)s2)cc1 (stereo unspecified)
  16% | -4% | 5% | 40%[activator] | 40µM* | 20% | 2% | -8% | -4%
CC(C)Sc1cc(N2CCCC2)nc(-c2ccccc2)n1
  41%[activator] | 76%[activator] | 0% | 145%[activator] | 41%[59 µM] | 10% | -6% | ? | -4%

Screening data as filed in PubChem.

An excerpt. The share of hits here may be higher or lower than overall.
